Compound activity from PubChem BioAssay.
PLAP activator = activates human placental alkaline phosphatase; P05187; purified PLAP enzyme, luminescent substrate read-out; stronger effect = higher value; activation fold at 20 µM; actives 1.2% (n = 96,000); AID 696; in the data active = activation fold above about 2
EphB4 antag = blocks human EphB4 binding to ephrin-B2; inhibition, % at 7 µM; EphB4 LBD / TNYL-RAW-Alexa532 peptide, fluorescence polarization; P54760; actives 0.15% (n = 97,000);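 active = inhibition above the screen-wide mean inhibition plus 3 SD, cut at about 15% in these data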;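 note: 0% = DMSO wells and 100% = excess unlabeled TNYL-RAW peptide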
CYP2C9 inh = inhibitors of human CYP2C9; AID 777; P11712; CYP2C9 Supersomes, luciferin-H conversion, luminescence; actives 20% (n = 96,000); inhibition, % at 5 µM;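 active = blocking of liver enzyme CYP2C9 beyond about 50% at 5 µM, limit read from the data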; note: values of inactives mirror those of a sister screen read the other way
PostGolgi yeast = growth inhibition of a yeast mutant, post-Golgi transport screen. post-Golgi transport phenotypic cell assay. inhibition, % at 10 µM. actives 0.9% (n = 98,000); in the data active = inhibition above about 30%;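 note: yeast cells grown in 1536-well plates; yeast grown about 18 h at 30C before absorbance read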
Pyk2 oligo antag = Pyk2 (human) oligomerization antagonism. actives 0.83% (n = 99,000). Q293 cells, Pyk2 FERM NanoBiT luminescence; stronger effect = lower value. z-score (the deposit names both 25 µM and 10 µM). AID 1347419;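 active = Z-score of -3 or lower, scaled per plate to the spread of control and sample wells; inactive = z-score above -3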;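 note: negative z-score means lost luminescence so less FERM oligomerization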
Target sequence (Q14289 whole entry, looked up): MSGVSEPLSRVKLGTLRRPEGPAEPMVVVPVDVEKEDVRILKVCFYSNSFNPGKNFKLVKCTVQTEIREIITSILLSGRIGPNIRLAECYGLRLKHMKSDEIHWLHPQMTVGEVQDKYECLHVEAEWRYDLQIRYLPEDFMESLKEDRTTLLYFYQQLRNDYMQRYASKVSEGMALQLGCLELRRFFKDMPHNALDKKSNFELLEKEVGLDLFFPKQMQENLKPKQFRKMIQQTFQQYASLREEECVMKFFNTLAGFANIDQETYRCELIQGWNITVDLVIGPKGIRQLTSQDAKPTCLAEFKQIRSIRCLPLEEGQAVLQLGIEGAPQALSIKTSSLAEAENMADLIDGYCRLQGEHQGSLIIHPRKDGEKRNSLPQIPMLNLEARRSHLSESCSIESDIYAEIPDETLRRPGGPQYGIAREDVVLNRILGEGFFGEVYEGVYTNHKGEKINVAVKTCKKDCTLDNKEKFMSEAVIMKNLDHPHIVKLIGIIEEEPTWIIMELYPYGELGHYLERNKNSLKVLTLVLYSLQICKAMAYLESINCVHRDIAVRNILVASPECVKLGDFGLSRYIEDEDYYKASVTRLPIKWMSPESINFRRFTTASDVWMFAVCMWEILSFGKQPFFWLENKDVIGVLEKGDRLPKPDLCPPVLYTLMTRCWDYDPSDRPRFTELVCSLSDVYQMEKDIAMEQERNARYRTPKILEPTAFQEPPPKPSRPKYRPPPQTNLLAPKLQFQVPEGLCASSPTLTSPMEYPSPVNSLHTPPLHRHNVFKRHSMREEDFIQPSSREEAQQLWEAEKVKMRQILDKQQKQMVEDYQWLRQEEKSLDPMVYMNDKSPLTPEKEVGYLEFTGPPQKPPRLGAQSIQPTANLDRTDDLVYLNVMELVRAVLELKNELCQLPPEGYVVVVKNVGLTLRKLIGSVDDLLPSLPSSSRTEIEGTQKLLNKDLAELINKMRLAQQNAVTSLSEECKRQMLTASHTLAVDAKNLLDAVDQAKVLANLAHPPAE
CYP2C19 inh = inhibitors of human CYP2C19. P33261. CYP2C19 Supersomes, luciferin-H EGE luminescence, 30 min. inhibition, % at 5 µM. actives 21% (n = 96,000);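 active = CYP2C19 inhibition above a set limit at 5 µM in the primary screen, cut at about 50% in these data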;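 note: plate controls were negative control wells for no effect and 2.5 mM tranylcypromine positive control for full effect; values of inactives mirror those of a sister screen read the other way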
Ecoli WT expand = growth inhibitors of E. coli BW25113 wild type; OD600 absorbance; growth inhibition, % at 100 µM; actives 0.15% (n = 98,000); AID 710;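 active = growth inhibition above about 50% at one test dose, limit read from the data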;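 note: growth measured after 20 h incubation at 37 °C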
CYP2C9 act = CYP2C9 (human) activation | recombinant CYP2C9, luciferin-H conversion, luminescence; stronger effect = higher value; factor 1 = untreated enzyme, 0 = blocked | activation factor at 5 µM | actives 1.4% (n = 96,000) | AID 1024;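 active = activation factor of 2 or more for CYP2C9 at a 5 µM dose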;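 note: 0 = sulfaphenazole-blocked wells and 1 = vehicle-only wells; values of inactives mirror those of a sister screen read the other way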
CYP2C19 activ = activators of human cytochrome P450 2C19 | recombinant CYP2C19, luciferin-H EGE luminescence; stronger effect = higher value; 0 = fully inhibited enzyme, 1 = untreated enzyme | 96,000 tested, under 10 active | P33261 | activation factor at 5 µM;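 active = activation factor of at least 2 at 5 µM in the primary screen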;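 note: 0 = wells with 2.5 mM tranylcypromine and 1 = vehicle-only wells; values of inactives mirror those of a sister screen read the other way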
An asterisk follows results filed as active; . = no result given.

Values run as follows: PLAP activator, EphB4 antag, CYP2C9 inh, PostGolgi yeast, Pyk2 oligo antag, CYP2C19 inh, Ecoli WT expand, CYP2C9 act, CYP2C19 activ
NC(=O)C1CCN(Cc2nc(-c3ccccc3)no2)CC1
  1.2, 2, 7, -11, 1, 5, 3, 0.9, 1
CC1CN(c2nc(-c3ccccc3)nnc2-c2ccccc2)CC(C)O1 (stereo not drawn)
  1.1, -3, 14, -1, -1.7, -3, -8, 0.9, 1
CN(C)S(=O)(=O)c1ccc(N2CCN(S(=O)(=O)c3ccc(F)cc3)CC2)c(Cl)c1
  1.4, 4, 11, -5, -0.05, 12, -13, 0.9, 0.9
Cc1ccc(C(C)C)c(OCC(=O)Nc2ccc(Cl)cn2)c1
  0.9, 2, 22, 11, -0.75, 36, 7, 0.8, 0.6
CCOc1cccc(C2C(C(=O)c3ccc(C)o3)=C(O)C(=O)N2c2nccs2)c1 (stereo not drawn)
  1, 2, 29, -1, 0.43, 33, 5, 0.7, 0.7
Cc1nnc(NC(=O)NCN2C(=O)C3C4C=CC(C4)C3C2=O)s1 (stereo not drawn)
  0.8, 0, -3, 10, -0.02, -10, -2, 1, 1.1
CCN(CC)c1ccc(NC(=O)CN2CCN(CC(=O)Nc3ccccc3F)CC2)cc1
  1.4, 6, 7, 10, 0.98, 20, -4, 0.9, 0.8
COc1cc(CC(=O)NCc2ccco2)cc(OC)c1OC
  0.8, 4, -6, -6, -0.09, 21, 7, 1.1, 0.8
COCCN1Cc2cccc(C(=O)Nc3cc(C)cc(C)c3)c2C1=O
  1, 7, 38, -4, -0.27, -1, -9, 0.6, 1
CC(C)N(C(=O)Nc1ccc2nccnc2c1)C(C)C
  0.9, -4, 6, 3, -0.98, 9, 1, 0.9, 0.9
CS(=O)(=O)N(CC(=O)NCCc1ccccc1)C1CCCCC1
  1.1, 4, 4, -2, 1.2, 24, -1, 1, 0.8
COc1ccc(S(=O)(=O)N(CC(=O)N2CCN(c3ccccc3)CC2)c2ccccc2)cc1
  1.3, -8, 23, -7, 0.07, 11, -5, 0.8, 0.9
N#CC(C(=O)Nc1cccc(Cl)c1)=C1Nc2ccccc2N1
  0.9, -3, -11, -18, -1.2, -23, -8, 1.1, 1.2
COc1ccc(CNc2ncnc(N)n2)cc1
  1, 4, -3, -6, 2, 0, 3, 1, 1
O=C(C1CCN(S(=O)(=O)c2cccc3cccnc23)CC1)N1CCN(c2ccccn2)CC1
  1.3, 9, 48, -5, -0.57, 7, 1, 0.5, 0.9
CCOc1ccc(S(=O)(=O)Nc2cccnc2)cc1
  1.3, ., 66*, 4, 0.28, 94*, 1, 0.3, 0.1
CN(C)c1ccnc2sc3c(=O)n(Cc4ccccc4)cnc3c12
  0.9, -12, 50, 2, -1.9, 27, -4, 0.5, 0.7
Cc1cc(N2CCN(c3nc4ccccc4s3)CC2)n2ncnc2n1
  1.4, 2, -6, 0, 0.52, -2, 0, 1.1, 1
CN(c1ncc(C(F)(F)F)cc1Cl)n1cc(C(=O)O)c2ccccc2c1=O
  0.9, -2, 19, 0, 0.01, -9, 8, 0.8, 1.1
CC(=O)/C(C(=N)N1CCN(C(c2ccccc2)c2ccccc2)CC1)=C(\C)O
  1, 2, 3, 24, 0.25, 3, 3, 1, 1
CCc1cc(C(c2cccc(OC)c2)N2CCOCC2)c(NC(=O)c2ccccc2)s1 (stereo not drawn)
  1, 3, 49, 9, -1.6, 26, -10, 0.5, 0.7
CC(C)CC(NC(=O)C1CCC(C)CC1)C(=O)N1CCN(c2ccccn2)CC1 (stereo not drawn)
  1.7, 5, 62*, -1, ., 81*, 6, 0.4, 0.2
Cc1cc(C(=O)COC(=O)C2COc3ccccc3O2)c(C)n1CC1CCCO1 (stereo not drawn)
  1.2, -2, -8, 1, 0.91, 6, 2, 1.1, 0.9
CC(C)CC(NC(=O)c1ccccc1)C(=O)OCC(=O)Nc1ccc(Br)cn1 (stereo not drawn)
  0.9, -2, 45, -2, 1.1, 34, 7, 0.5, 0.7
CCCc1cc(=O)[nH]c(-n2[nH]c3c(c2=O)CCCC3)n1
  2.3*, -5, 20, -5, -0.04, 10, 1, 0.8, 0.9
CCc1cccc(CC)c1NC(=O)C1SC(=Nc2ccccc2C)C(c2nc3ccccc3s2)=C1N (stereo not drawn)
  1.2, 4, -2, -8, 0.58, -12, -19, 1, 1.1
O=c1ccnc(NCCc2ccccc2)[nH]1
  1.2, 1, 3, -12, -0.19, -12, 14, 1, 1.1
CNC(=O)NC1CCCc2ccccc21 (stereo not drawn)
  1, -3, 1, 6, 1.1, 6, 14, 1, 0.9
N=c1nc(SCCC(=O)O)ss1
  0.9, -1, 1, 18, 0.01, -2, 5, 1, 1
Cc1ccc(S(=O)(=O)NCCNC(=O)N2CCOCC2)cc1
  0.9, -1, -42, -3, 0.87, -2, -4, 1.4, 1
Cc1ccc(Cl)cc1N1CCN(C(=O)C2CCN(S(=O)(=O)c3c(C)nn(C)c3C)CC2)CC1
  1.4, -4, -76, 2, 0.19, 35, -6, 1.8, 0.6
COCc1c(C(=O)N2CCN(c3ccc(C(F)(F)F)cn3)CC2)oc2ccccc12
  1.8, 4, 7, 3, 0.63, 80*, -9, 0.9, 0.2
N#Cc1nc(Cc2cccc3ccccc23)oc1NCC1CCCO1 (stereo not drawn)
  1.5, -3, 72*, 1, 0.19, 84*, -1, 0.3, 0.2
CCOC(=O)N1CCC(NC(=O)c2cc3c(-c4ccccc4F)nn(C)c3s2)CC1
  0.9, 0, 30, -3, ., -12, -6, 0.7, 1.1
N=c1n(CCO)c2ccccc2n1Cc1ccc(Cl)cc1
  1, 1, 18, -22, -0.01, 24, 12, 0.8, 0.8
CN(C)c1ccc(CNCCC2(O)CCOC(C)(C)C2)cc1 (stereo not drawn)
  1.5, ., 4, 4, 0.48, 53*, -1, 1, 0.5
COc1ccc(OC)c(C(=O)COC(=O)c2cc(C)oc2C)c1
  ., 5, ., -10, 0.97, ., -4, ., .
O=C(C1CC(c2ccc(F)cc2)=NO1)N1CCCc2ccccc21 (stereo not drawn)
  0.7, 2, -138, -1, -0.1, 52*, -3, 2.4*, 0.5
CCOC(=O)N1CCN(c2c(NCCc3ccc(OC)c(OC)c3)c(=O)c2=O)CC1
  1, -7, 12, 4, ., 8, 1, 0.9, 0.9
CCOC(=O)c1cccc(NC(=O)CNC(=O)C2CCCCC2)c1
  0.9, -3, 40, 0, 0.22, 30, 8, 0.6, 0.7

For convenience, two of the compounds above:
Values run as follows: PLAP activator, EphB4 antag, CYP2C9 inh, PostGolgi yeast, Pyk2 oligo antag, CYP2C19 inh, Ecoli WT expand, CYP2C9 act, CYP2C19 activ
CCOC(=O)N1CCN(c2c(NCCc3ccc(OC)c(OC)c3)c(=O)c2=O)CC1
  1, -7, 12, 4, ., 8, 1, 0.9, 0.9
CCOC(=O)c1cccc(NC(=O)CNC(=O)C2CCCCC2)c1
  0.9, -3, 40, 0, 0.22, 30, 8, 0.6, 0.7

Records listed so far that bear a hit mark in CYP2C9 inh.
SMILES | PLAP activator | EphB4 antag | CYP2C9 inh | Pyk2 oligo antag | CYP2C19 inh | CYP2C9 act | CYP2C19 activ
CCOc1ccc(S(=O)(=O)Nc2cccnc2)cc1 | 1.3 | . | 66* | 0.28 | 94* | 0.3 | 0.1
CC(C)CC(NC(=O)C1CCC(C)CC1)C(=O)N1CCN(c2ccccn2)CC1 (stereo not drawn) | 1.7 | 5 | 62* | . | 81* | 0.4 | 0.2
N#Cc1nc(Cc2cccc3ccccc23)oc1NCC1CCCO1 (stereo not drawn) | 1.5 | -3 | 72* | 0.19 | 84* | 0.3 | 0.2

More compounds.
Values run as follows: PLAP activator, EphB4 antag, CYP2C9 inh, PostGolgi yeast, Pyk2 oligo antag, CYP2C19 inh, Ecoli WT expand, CYP2C9 act, CYP2C19 activ
CC1(C)CC(=O)C2=C(C1)N(c1ccccc1)C(N)=C(C#N)C2c1cccnc1 (stereo not drawn)
  1.1, -2, 50*, -3, 1.3, 24, -3, 0.5, 0.8
O=c1nc(N(c2ccccc2)c2ccccc2)[nH]c(=O)[nH]1
  0.8, 3, -20, 6, -0.22, -22, -10, 1.2, 1.2
Cc1cc(Nc2ccccc2)n(-c2ccccc2)n1
  1, 4, 75*, -8, -0.75, 90*, 4, 0.3, 0.1
Cn1c(=O)c2c(nc(NCc3ccccc3)n2CC(=O)NCc2ccccc2)n(C)c1=O
  0.9, 4, 31, 4, -0.49, 7, -2, 0.7, 0.9
Oc1ccccc1-c1nnc(COc2ccc(Cl)cc2Cl)o1
  0.9, 7, -1, 3, ., -3, -2, 1, 1
CCCNC(=O)c1ccccc1NS(=O)(=O)c1ccc2c(c1)OCCO2
  1.4, 5, -104, -9, -0.37, 44, 2, 2*, 0.6
O=C(Cc1n[nH]c(=O)c2ccccc12)Nc1ccc(-c2nnc3n2CCCCC3)cc1
  0.8, 1, -2, -1, 0.45, -1, 5, 1, 1
O=C(NOC(=O)c1ccccc1Cl)c1cccs1
  1.1, 0, 51*, 1, -0.43, -10, 0, 0.5, 1.1
CSc1nc(-c2ccco2)nn1S(C)(=O)=O
  0.7, 0, -26, 4, 0.04, -14, -4, 1.3, 1.1
CC(C)CNc1nc(Oc2ccc(=O)[nH]n2)nc(N(C)C)n1
  1, 9, 4, 9, 0.44, 28, -5, 1, 0.7
N#C/C(=C(/O)COc1cccc2ccccc12)c1nc2ccccc2[nH]1
  1, -3, -6, 0, 1.9, 12, -8, 1.1, 0.9
O=C(Cc1coc2ccc3ccccc3c12)N1CCCC1
  0.9, -6, -86, -7, 0.35, 34, 1, 1.9, 0.7
CCOC(=O)c1cn(CC)c2ccc(Br)cc2c1=O
  0.9, -5, -96, -5, 0.65, 6, 3, 2*, 0.9
Clc1ccc(-n2c(SC/C=C/c3ccccc3)nnc2-c2cccnc2)cc1
  1.6, -3, 34, -7, -1.2, 56*, -18, 0.7, 0.4
Cc1cccc(-c2nnc3n2N=C(c2ccccc2Br)CS3)c1
  1, 1, 52*, 5, -1.7, 85*, -7, 0.5, 0.2
O=C(Cn1cc2c(n1)CCCCC2)N1CCc2ccccc21
  0.8, 1, 29, 3, ., 24, -9, 0.7, 0.8
O=C(NCCn1ccc2ccccc21)c1ccc(S(=O)(=O)N2CCOCC2)cc1
  1, ., 22, 4, ., -10, 1, 0.8, 1.1
CCOC(=O)N1CCN(C(=O)CN(Cc2ccc(Cl)cc2)S(=O)(=O)c2ccccc2)CC1
  1.6, -2, 27, -3, -0.9, 41, 2, 0.7, 0.6
COc1ccc(C2CC(c3ccc(F)cc3)Nc3nc(N)nn32)cc1 (stereo not drawn)
  1.1, ., -7, -2, ., 12, 8, 1.1, 0.9
